JMJD2A Tudor inh – JMJD2A Tudor domain (human) inhibition. AlphaScreen JMJD2A-Tudor / H3K4me3 peptide binding. O75164. AID 504339. actives 4.4% (n = 390,000). Potency, µM (top dose mostly 114 µM), for the others: at the highest dose activity change, negative = inhibition, hits mostly inhibitors; also: % is scaled to controls: 0 for no effect and ±100 for the full control effect; nearly all actives have a fitted effect of over 50% in size
Target sequence (O75164 whole entry, looked up, the tested form may be a part): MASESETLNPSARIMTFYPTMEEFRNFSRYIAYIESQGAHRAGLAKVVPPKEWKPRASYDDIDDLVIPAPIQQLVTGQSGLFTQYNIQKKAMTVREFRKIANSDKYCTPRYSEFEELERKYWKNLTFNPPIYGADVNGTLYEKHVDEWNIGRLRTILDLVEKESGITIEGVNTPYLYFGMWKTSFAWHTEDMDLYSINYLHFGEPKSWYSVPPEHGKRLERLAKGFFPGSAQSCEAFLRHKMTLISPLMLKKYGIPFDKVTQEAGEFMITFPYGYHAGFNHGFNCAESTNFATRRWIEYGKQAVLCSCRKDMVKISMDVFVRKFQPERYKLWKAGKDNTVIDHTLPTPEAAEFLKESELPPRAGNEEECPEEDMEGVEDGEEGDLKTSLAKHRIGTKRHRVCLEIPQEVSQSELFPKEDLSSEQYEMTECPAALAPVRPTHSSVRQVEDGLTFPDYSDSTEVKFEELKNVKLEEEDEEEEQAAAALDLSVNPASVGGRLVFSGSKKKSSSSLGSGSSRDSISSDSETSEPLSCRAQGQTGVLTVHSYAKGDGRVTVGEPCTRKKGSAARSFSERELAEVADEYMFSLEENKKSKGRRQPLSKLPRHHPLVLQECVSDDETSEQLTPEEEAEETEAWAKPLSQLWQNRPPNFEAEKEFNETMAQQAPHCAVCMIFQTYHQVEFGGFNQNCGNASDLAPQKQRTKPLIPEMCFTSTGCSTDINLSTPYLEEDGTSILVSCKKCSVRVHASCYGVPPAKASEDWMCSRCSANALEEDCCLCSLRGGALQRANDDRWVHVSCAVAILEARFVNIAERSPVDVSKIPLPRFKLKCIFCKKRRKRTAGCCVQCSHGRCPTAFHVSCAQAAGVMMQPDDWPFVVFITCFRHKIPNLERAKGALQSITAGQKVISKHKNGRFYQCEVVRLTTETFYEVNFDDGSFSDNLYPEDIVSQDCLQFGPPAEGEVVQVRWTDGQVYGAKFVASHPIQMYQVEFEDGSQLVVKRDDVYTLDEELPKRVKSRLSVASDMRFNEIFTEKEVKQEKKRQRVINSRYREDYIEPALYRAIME
PGK inhibitor – T. brucei PGK inhibition; P07378; PGK/GAPDH coupled, Kinase-Glo luminescence, 60 min; Potency, µM (series often up to 57.5 µM), for inactives: at the top dose activity change, negative = inhibition, most hits filed as inhibitors; actives 0.043% (n = 380,000); AID 602233; also: % is scaled to controls: 0 for no effect and ±100 for the full control effect; nearly all actives have a fitted effect of over 60% in size
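Recombinant glycosomal PGK reaction used 1,3-bisphosphoglycerate generated in-well by GAPDH (100nM final) in 100mM TEA pH 7.6, 5mM MgCl2, 0.01% Tween-20. After 60 minutes at room temperature, ATP was read by Kinase-Glo Plus luminescence end-point.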
Pin1 inhibitor – inhibitors of human Pin1. actives 0.009% (n = 390,000). Pin1 FP peptide displacement, HiFluor488, 10 min. Potency, µM (series often up to 115 µM), for the others: at the highest dose activity, negative = inhibition, hits mostly inhibitors. Q13526; active = well fitted inhibition curve with a large enough effect in the polarisation, with a control signal flat, not every such curve was filed as active; inconclusive = small, poorly fitted or top-dose-only effect, or effect the other way, or a change in a side signal; inactive = no such curve, though single readings can be large or run the other way; the % refers to the polarisation; also: % is scaled to controls: 0 for no effect and ±100 for the full control effect
Pol iota inh – DNA polymerase iota (human) inhibition; actives 1% (n = 390,000); Q9UNA4; Pol iota fluorescent replication assay, 10 min; AID 588590; Potency, µM (titrated, usually from 115 µM), without a hit: at the top dose activity, negative = inhibition, most hits filed as inhibitors
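Pol iota at 10 nM preincubated 15 min with compounds at room temperature; reaction started with fluorescent substrate, 50 nM final. Fluorescence read kinetically at 0 and 10 min; buffer-only wells as negative control.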
HP1b binding inh – HP1-beta chromodomain-methylated histone interaction inhibition; P83916; AlphaScreen HP1-beta / biotin-H3K9me3 peptide binding; Potency, µM (highest dose often 114 µM), for inactives: at the highest dose activity change, negative = inhibition, most hits filed as inhibitors; actives 0.56% (n = 390,000); AID 540317; also: nearly all actives have a fitted effect of over 70% in size; inactives centre near 23
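AlphaScreen: HP1-beta (50 nM) preformed 30 min with biotin-H3(1-18)K9me3 peptide (50 nM) in PBS pH 7.4, 0.01% Tween-20. Compound added for 30 min at RT, then streptavidin donor/nickel chelate acceptor beads (10 ug/mL) for 30 min.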
G9a inh – G9a (human) methyltransferase inhibition | AID 504332 | G9a H3K9 monomethylation, AlphaScreen, 2 h | Q96KQ7 | actives 8.8% (n = 350,000) | Potency, µM (doses to about 102 µM), for inactives: top-dose activity, negative = inhibition, hits mostly inhibitors; also: % is scaled to controls: 0 for no effect and ±100 for the full control effect; nearly all actives have a fitted effect of over 75% in size
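Step 1: enzyme (final 20 nM) with compound, 15 min RT. Step 2: substrate peptide 500 nM and SAM 20 uM, 2 h RT. Step 3: anti-H3K9me1 antibody and AlphaScreen beads, 10 min, then plate read.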
BLM inh – Bloom syndrome helicase (human) inhibition | actives 0.2% (n = 350,000) | P54132 | recombinant BLM DNA unwinding, fluorescence dequenching | Potency, µM (series often up to 56.1 µM), inactives show at the top dose activity change, negative = inhibition, usual class: inhibitors;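 also: plate controls were vehicle for no effect and no enzyme for full effect; nearly all actives have a fitted effect of over 35% in size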
BAZ2B inh – inhibitors of human BAZ2B bromodomain. Q9UIF8. Potency, µM (doses to about 114 µM), without a hit: top-dose activity change, negative = inhibition, hits mostly inhibitors. AlphaScreen BAZ2B-H3K14Ac peptide displacement. AID 504333. actives 4.4% (n = 360,000); also: % is scaled to controls: 0 for no effect and ±100 for the full control effect; nearly all actives have a fitted effect of over 60% in size
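Multi-concentration screen (max 110 uM) measuring displacement of acetylated histone H3 peptide from BAZ2B by AlphaScreen, using 50 nM protein, 50 nM peptide and 10 ug/mL streptavidin donor plus Ni-chelate acceptor beads.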
GLS inhibitor – blocks human kidney-isoform glutaminase activity; GLS enzymatic activity, qHTS titration; Potency, µM (titrated, usually from 45.5 µM), inactives show top-dose activity change, negative = inhibition, usual class: inhibitors; actives 0.21% (n = 410,000); also: % is scaled to controls: 0 for no effect and ±100 for the full control effect
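hKGA; 45 mM KH2PO4 pH 8.2 + 0.02% Tween-20; cpd via pin tool; 1 mM Gln soln; GluOx/HRP/Amplex Red; RT 30 min; fluor. t0 & final.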
* marks the source's active call; other numbers are inactive results; i = inactive; ? = inconclusive; / = not tested or not shown; [ ] = remark or other dose. Unless noted, calls follow the shape of the dose curve; as a rule, active = well fitted curve in the direction sought with a large enough effect; inconclusive = small, poorly fitted or top-dose-only effect, or another doubt; inactive = no such curve, though single readings can be large; an effect the other way counts as inactive or inconclusive. Potency is read from the fitted curve at half-maximal effect. The list is partial (hit frequency here may not be typical).

Preview, 2 compounds:
Below each SMILES: JMJD2A Tudor inh	PGK inhibitor	Pin1 inhibitor	Pol iota inh	HP1b binding inh	G9a inh	BLM inh	BAZ2B inh	GLS inhibitor
CCOc1ccc(N2CC(O)(c3ccc(F)cc3)[N+]3=C2CCCC3)cc1 (stereo not given)
→ 7%	7%	0%	96%[activator]	13%	0%	-6%	-16%	-9%
Cc1cnc(NC(=O)c2cc(-c3ccccc3)nn2-c2ccccc2)s1
→ 7%	-9%	-4%	22%	50%[activator]	/	/	/	-2%

This part in full, from the start:
Below each SMILES: JMJD2A Tudor inh	PGK inhibitor	Pin1 inhibitor	Pol iota inh	HP1b binding inh	G9a inh	BLM inh	BAZ2B inh	GLS inhibitor
CCOc1ccc(N2CC(O)(c3ccc(F)cc3)[N+]3=C2CCCC3)cc1 (stereo not given)
→ 7%	7%	0%	96%[activator]	13%	0%	-6%	-16%	-9%
Cc1cnc(NC(=O)c2cc(-c3ccccc3)nn2-c2ccccc2)s1
→ 7%	-9%	-4%	22%	50%[activator]	/	/	/	-2%
Cc1ccnc(NC(=O)c2ccc(C(=O)c3ccccc3)cc2)c1
→ -6%	-19%	8%	-11%	20%	10%[0.501 µM]	/	0%	2%
CC(=O)N1CCc2cc(S(=O)(=O)N3c4ccccc4CC3C)ccc21 (stereo not given)
→ -10%	/	-6%	12%	17%	4%[59 µM]	0%	-20%	6%
O=C1NC(c2cccs2)Nc2sc3c(c21)CCCC3 (stereo not given)
→ -20%	2%	4%	16%	27%	?	-11%	1%	0%
O=C(/C=C/c1ccc(F)cc1)NC(=S)NC1CCCCC1
→ 3%	-9%	3%	-9%	36%	/	0%	-14%	-7%
Cc1cc(C)n2nc(C(=O)NC(C)(C)C)nc2n1
→ -5%	i	4%	-13%	11%	18%[0.501 µM]	-3%	6%	9%
COc1ccccc1-c1nnc2n1N=C(C)CS2
→ 56µM*	-4%	-6%	-6%	34%	20µM*	2%	-3%	-3%
N#CC1(NC(=O)CSc2ccccn2)CCCCC1
→ 4%	-3%	3%	7%	27%	4%	/	11%	-12%
CCN1CCN(CCNC(=O)c2ccc3c(c2)N(Cc2cccc(Cl)c2)C(=O)c2ccccc2S3=O)CC1 (stereo not given)
→ -17%	-3%	-13%	-5%	10%	25%[59 µM]	1%	-18%	3%
Nc1c(C(=O)c2ccc(F)cc2)sc(Nc2ccccc2F)c1S(=O)(=O)c1ccc(Br)cc1
→ -35%	5%	8%	-9%	4%[57 µM]	-6%[59 µM]	-9%	?	-21%
COP1(=O)C=C[C@H](N(Cc2ccccc2)S(=O)(=O)c2ccccc2[N+](=O)[O-])[C@@H](C)O1 (stereo not given in full)
→ -14%	i	-5%	15%	41%	?	0%	-16%	-2%
Cc1nc2ccc(NC(=O)c3ccc(F)c(S(=O)(=O)N4CCOCC4)c3)cc2s1
→ 4%	-2%	-8%	12%	6%	-44%	-10%	1%	-2%
CC(C)c1ccc(N2C(=O)N(Cc3cccc([N+](=O)[O-])c3)c3ccccc3S2(=O)=O)cc1
→ -24%	-4%	-7%	24%	9%	-27%[59 µM]	-3%	-19%	5%
CC(C)C[C@@H](CN(C)N=O)N(C[C@H](Cc1ccccc1)N(CCc1ccccc1)N=O)N=O
→ -19%	-10%	?	16%	26%	1%[59 µM]	-6%	-15%	2%
N#CC1(NC(=O)CSc2n[nH]c(-c3ccccc3)n2)CCCCC1
→ -10%	7%	1%	24%	32%	8.9µM*	/	-3%	0%
COc1cccc(CN2CCN(S(=O)(=O)c3ccccc3)CC2)c1OC
→ 28µM*	-10%	-3%	25%	?	/	/	/	7%
COc1ccc(-c2csc(Nc3ccccc3)[n+]2CC(O)c2ccc([N+](=O)[O-])cc2)cc1 (stereo not given)
→ ?	-8%	-8%	-8%	?	14µM*	-4%	?	-1%
COc1ccc(NCc2cc3cc4c(cc3n(CC(=O)Nc3ccccc3)c2=O)OCO4)cc1
→ -34%	-8%	?	-6%	14%	?	-1%	-35%	?
C/C(=N\NC(=O)COc1cc(C)cc(C)c1)c1cccc(NC(=O)C2CCC2)c1
→ 3%	-5%	0%	26%	38%	43%	-1%	-9%	0%
CCOc1ccccc1N1Cc2cc(C)c(C)cc2C1
→ -35%	-4%	25%	42%[activator]	13%	?	-18%	-35%	1%
COc1cccc(C(=O)OCC(=O)Nc2cc(C)on2)c1OC
→ -3%	-1%	-1%	79%[activator]	27%	/	/	/	2%
Cn1cccc1CNC1CCCC1
→ -18%	i	-5%	20%	5%	-32%[59 µM]	-1%	-11%	3%
COc1ccc(NC(=O)Nc2ccc3c(c2)N(C)C(=O)CS3)cc1Cl
→ -18%	-5%	35%[activator]	-7%	27%	13%[59 µM]	-10%	?	7%
CC(C)CN(C(=O)CCNC(=O)c1ccc(Cl)cc1)c1c(N)n(CC(C)C)c(=O)[nH]c1=O
→ -7%	-1%	0%	12%	38%	?	/	-4%	-6%
Cn1cc(/C=C2\SC(=O)N(c3ccc(O)cc3)C2=O)c2ccccc21
→ ?	-1%	37%[activator]	-12%	42%[activator]	-1%[59 µM]	-7%	?	-2%
O=C1c2ccccc2C(=O)c2c(NCc3cccnc3)cccc21
→ ?	i	-2%	9%	?	?	-16%	15%[57.1 µM]	0%
COc1ccc(NC(=O)CCCc2nnc3n(CCC(C)C)c(=O)c4sccc4n23)c(OC)c1
→ -33%	i	-7%	10%	3%	-29%[59 µM]	-8%	-15%	-11%
Cn1c(SCC(=O)NC2CCCC2)nnc1-c1ccccn1
→ -3%	1%	1%	-7%	35%	/	1%	?	0%
COc1ccc(OCCC(=O)OCC(=O)Nc2cccc(S(=O)(=O)N3CCCCC3)c2)cc1
→ -26%	2%	2%	60%[activator]	13%	/	/	/	?

Some of these compounds in order of heavy-atom count, rising.
Below each SMILES: JMJD2A Tudor inh	PGK inhibitor	Pin1 inhibitor	Pol iota inh	HP1b binding inh	G9a inh	BLM inh	BAZ2B inh	GLS inhibitor
O=C(/C=C/c1ccc(F)cc1)NC(=S)NC1CCCCC1
→ 3%	-9%	3%	-9%	36%	/	0%	-14%	-7%
CC(=O)N1CCc2cc(S(=O)(=O)N3c4ccccc4CC3C)ccc21 (stereo not given)
→ -10%	/	-6%	12%	17%	4%[59 µM]	0%	-20%	6%
COc1ccc(-c2csc(Nc3ccccc3)[n+]2CC(O)c2ccc([N+](=O)[O-])cc2)cc1 (stereo not given)
→ ?	-8%	-8%	-8%	?	14µM*	-4%	?	-1%
CC(C)C[C@@H](CN(C)N=O)N(C[C@H](Cc1ccccc1)N(CCc1ccccc1)N=O)N=O
→ -19%	-10%	?	16%	26%	1%[59 µM]	-6%	-15%	2%

(more compounds)
Below each SMILES: JMJD2A Tudor inh	PGK inhibitor	Pin1 inhibitor	Pol iota inh	HP1b binding inh	G9a inh	BLM inh	BAZ2B inh	GLS inhibitor
CC1(C)CC2CC(C)(CN2C(=O)c2cc(-c3ccc(F)cc3)on2)C1 (stereo not given)
→ -8%	-7%	2%	85%[activator]	-26%	24%	-5%	1%	?
CC1(C)Cc2cccc(OCC(=O)NCCOc3ccccc3)c2O1
→ 20µM*	22%	-6%	82%[activator]	-15%	-2%[59 µM]	-5%	-15%	?
CCOc1ccc(C(=O)OCc2cc(=O)n3nc(C(C)C)sc3n2)cc1
→ -8%	3%	0%	21%	26%	-2%[59 µM]	1%	-11%	6%
COc1ccc(O/C(=N\S(=O)(=O)c2ccccc2)c2ccccc2)cc1
→ -13%	-10%	5%	-16%	17%	-11%[59 µM]	0%	-1%	16%
Cc1ccccc1C(N)=O
→ -14%	i	2%	7%	24%	/	/	/	-5%
Cc1ccc(CCC2C3=C(CCCC3=O)OC3=C2C(=O)CCC3)cc1
→ -4%	-11%	6%	0%	19%	-7%[12.7 µM]	-1%	5%	-1%
Cc1cc(C)c(NC(=O)Cn2nnc(C(=O)NCCc3ccccc3)c2N)c(C)c1
→ -18%	-2%	4%	204%[activator]	24%	24%	-5%	-17%	-6%
CCn1nc(C(=O)NNS(=O)(=O)c2ccc(C)cc2)c2ccccc2c1=O
→ -3%	5%	-8%	8%	0%	/	/	/	-11%
C/C(=N/Nc1nc(-c2ccc(Cl)cc2)cs1)c1cccs1
→ -36%	3%	0%	4%	?	?	-2%	-39%	9%
COc1ccc(C(=O)COC(=O)Cn2cnc3ccccc3c2=O)c(OC)c1
→ -2%	-5%	9%	12%	25%	?	/	-7%	4%
CCOC(=O)/C(=C/c1ccccc1)NC(=O)c1ccco1
→ -17%	3%	-14%	9%	24%	22%[59 µM]	3%	3%	23%
C=CCn1c(SCC(=O)Nc2cccc(S(N)(=O)=O)c2)nnc1C1CCCCC1
→ -2%	-7%	-2%	-9%	31%	9%[2.33 µM]	/	12%	-3%
O=C(COc1ccc(Cl)cc1)OCC(=O)c1ccc[nH]1
→ -14%	-3%	10%	2%	32%	-67%[59 µM]	/	-9%	-1%
Cc1ccc(NC(=O)Cn2cnc3c(oc4ccccc43)c2=O)cc1
→ ?	i	42%[activator]	28%	10%	?	-6%	-29%	4%

High-throughput results from PubChem.
